Kir21 block – inhibitors of mouse Kir2.1 inward-rectifier potassium channel | hit rate 0.85% among 310,000 | B-score at 10 µM | HEK293-Kir2.1, FluxOR thallium flux fluorescence; active compounds read low;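 active means fluorescence ratio B-score at or below minus 3 SD of library scores, with starting-brightness B-score within 2 SD, cut at about -4.2 in these data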;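 further: channel flux triggered by added potassium and thallium sulfate stimulus; B-score of peak minus minimum fluorescence over baseline after thallium stimulus; more negative B-score means stronger Kir2.1 block with less thallium influx; some compounds called inactive have numbers as strong as hits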
Target sequence (P35561 whole entry, looked up): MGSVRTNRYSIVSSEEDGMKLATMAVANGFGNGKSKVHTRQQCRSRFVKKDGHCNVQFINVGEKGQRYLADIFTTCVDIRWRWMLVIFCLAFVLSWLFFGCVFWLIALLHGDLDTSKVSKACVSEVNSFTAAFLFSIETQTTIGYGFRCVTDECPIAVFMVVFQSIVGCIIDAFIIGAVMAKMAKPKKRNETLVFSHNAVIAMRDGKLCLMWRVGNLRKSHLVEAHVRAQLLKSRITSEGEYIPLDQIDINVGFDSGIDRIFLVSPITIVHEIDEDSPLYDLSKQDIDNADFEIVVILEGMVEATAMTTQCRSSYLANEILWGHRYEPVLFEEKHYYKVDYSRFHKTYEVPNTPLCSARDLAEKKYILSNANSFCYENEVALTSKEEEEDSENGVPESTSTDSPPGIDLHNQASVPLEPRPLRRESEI
CHT block – inhibitors of human choline transporter CHT | B-score at 10 µM | High affinity choline transporter 1 (Homo sapiens), Q9GZV3 | CHT-expressing cells, membrane potential dye, choline response; active compounds read low | AID 488975, 2010 | hit rate 0.86% among 310,000;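 active means B-score over 3 SD under the library average, and starting fluorescence ratio not unusually high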;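 further: choline stimulus applied at its EC90 after an EC20 pre-addition; B-score computed on integrated fluorescence ratio after choline addition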
Target sequence (Q9GZV3 whole entry, looked up): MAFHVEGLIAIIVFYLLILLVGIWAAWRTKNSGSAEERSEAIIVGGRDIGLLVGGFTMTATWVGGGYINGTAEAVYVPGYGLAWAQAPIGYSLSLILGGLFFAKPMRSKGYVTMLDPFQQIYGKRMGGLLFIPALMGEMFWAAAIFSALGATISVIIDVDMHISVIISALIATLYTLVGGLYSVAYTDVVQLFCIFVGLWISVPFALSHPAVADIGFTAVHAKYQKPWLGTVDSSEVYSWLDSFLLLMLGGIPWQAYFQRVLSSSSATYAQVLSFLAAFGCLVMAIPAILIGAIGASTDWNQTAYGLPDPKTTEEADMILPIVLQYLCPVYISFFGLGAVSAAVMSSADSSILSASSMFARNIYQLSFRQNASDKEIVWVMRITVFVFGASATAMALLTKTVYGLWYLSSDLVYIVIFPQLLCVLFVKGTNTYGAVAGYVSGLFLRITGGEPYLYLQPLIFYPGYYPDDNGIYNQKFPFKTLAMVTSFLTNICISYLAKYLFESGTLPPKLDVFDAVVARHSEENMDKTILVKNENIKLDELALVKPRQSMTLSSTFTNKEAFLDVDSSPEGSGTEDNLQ
Active calls of the source: *; i = inactive; . = no result given.

SMILES	Kir21 block	CHT block
O=c1cc(/C=C/c2ccccc2)oc2ccccc12	-1.01	i
COCCOC(=O)C1=C(C)NC(=O)NC1c1c(Cl)nc2c(C)cccn2c1=O (stereo unspecified)	1.19	i
CCOc1ccc(C(=O)Nc2cccc(-c3nc4ccccc4[nH]3)c2C)cc1[N+](=O)[O-]	-0.48	i
C=CCOc1ccc2c(c1)c(S(=O)(=O)c1ccc(C)cc1)cn2COC	0.02	i
Cc1ccc(NC(=O)c2ccc(C#CC3(O)CCCCC3)cc2)cc1C	0.84	i
O=[N+]([O-])c1ccc(/C([O-])=C(/C(=S)Nc2ccccc2F)[n+]2ccccc2)cc1	-0.06	i
O=C(CCc1nnc2ccc(NCc3ccco3)nn12)Nc1cccc(F)c1	-0.04	i
CCOC(=O)/C=C1\Nc2ccccc2OC1=O	2.03	i
COCC(=O)N1CCC(Oc2ccc(C(=O)NCc3cc(C)n(C)n3)cc2)CC1	-0.21	i
Cc1nc(C)c(-c2csc(Nc3ccc(N)cc3)n2)s1	-2.14	i
COc1ccc(C2CC(C(F)(F)F)n3nc(C(=O)O)cc3N2)cc1 (stereo unspecified)	1.5	i
Cc1ccc(N2CCN(S(=O)(=O)c3ccc(F)cc3)CC2)c(C)c1	0.17	i
CCCCC(=O)Nc1cccc(-c2nc3ncccc3o2)c1	-0.05	i
Cc1cc(S(=O)(=O)N2CCCC2C(=O)N2CCOCC2)c(C)cc1Cl (stereo unspecified)	-0.51	i
Cc1ccc(S(=O)(=O)N(C)Cc2ccc(C(=O)N/N=C3\CC(=O)CC(C)(C)C3)cc2)cc1	-0.22	i
CCOC(=O)c1c(C)nc2sc3c(c2c1-c1ccc(OC)cc1)NC(c1ccccc1)NC3=O (stereo unspecified)	0.13	i
CCOc1ccc(N(CC)C(=O)c2nn(-c3ccc(OC)cc3)c(=O)c3c2c2ccccc2n3C)cc1	-0.08	i
O=C(NNC(=O)c1ccccc1Cl)c1cccnc1	-0.32	i
CC(=O)c1c(C)[nH]c(C(=O)OCC(=O)Nc2cc(S(=O)(=O)N3CCCCC3)ccc2C)c1C	2.28	i
Clc1ccc(-c2ccc(-c3nn4c(-c5ccco5)nnc4s3)o2)cc1	0.29	i
COc1ccc(C(=O)c2ncc(C(F)(F)F)cc2Cl)cc1	1.73	i
Cc1ccc(C)c(N2CCN(CC(=O)Nc3ccc4[nH]c(=O)[nH]c4c3)CC2)c1	-0.4	i
Clc1ccc(OCCNCCc2ccccc2)cc1	-1.87	i
Cc1nnc(SCC(=O)Nc2ccc3c(c2)OCO3)s1	-0.95	.
Oc1ccccc1/C=N/c1c(-c2ccco2)nc2ccccn12	0.33	i
O=C(Nc1ccc(Nc2ccccc2)cc1)c1c(Cl)cccc1Cl	0.68	i
CC(C)Cn1cc(C(=O)N2CCN(c3ccccn3)CC2)c2c3ccccc3n(C)c2c1=O	0.81	i
O=C1OC(c2ccc(Cl)cc2)=N/C1=C\C=C\c1ccco1	0.95	i
COc1cc(/C=N/Nc2ccc(Cl)c(C(=O)O)c2)ccc1OC(=O)c1cccs1	.	i
COc1cc(C2c3c(oc4c(C)cc(C)cc4c3=O)C(=O)N2Cc2cccnc2)ccc1O (stereo unspecified)	0.74	i
COc1ccc(N(Cc2cc3cccc(C)c3[nH]c2=O)S(=O)(=O)c2ccc(OC)cc2)cc1	0.53	i
COc1cccc(NC(=S)NNC(=O)c2c([N+](=O)[O-])c(C)nn2C)c1	-0.55	i
COc1ccc(/C=N/NC(=O)C(=O)NCC2CCCO2)cc1 (stereo unspecified)	-0.14	i
Cc1[nH]ncc1N=Cc1ccc([N+](=O)[O-])cc1	-0.59	i
CC(C)Cn1c(N)c(C(=O)COC(=O)c2cccnc2Cl)c(=O)n(C)c1=O	0.11	i
N#Cc1ccc2c(c1)NC(=O)C1CCCN21 (stereo unspecified)	1.53	i
CCCN1C(=O)/C(=C/c2ccncc2)SC1=S	0.7	i
COC(=O)/C(=C\Nc1ccc(Cl)cc1Cl)NC(=O)c1ccc(Cl)cc1Cl	0.88	i
CCOC(=O)C1(Cc2ccccc2C)CCCN(Cc2cc(OC)c(O)c(OC)c2)C1 (stereo unspecified)	-0.94	i
Cc1cc(C)nc(/N=C(/NC(=O)Nc2cccc(Cl)c2)Nc2ccccc2)n1	-2.02	i
Cc1nc2c(C)cccn2c1/C(O)=C1\C(=O)C(=O)N(CCN2CCOCC2)C1c1ccncc1 (stereo unspecified)	-1.05	i
O=C(NNS(=O)(=O)c1ccccc1)c1csc(-c2cccnc2)n1	0.01	i
COc1cccc(/C=C/C(=O)c2ccc(NC3=NCCCS3)cc2)c1	-1.64	i
O=C(O)c1ccccc1NC(=O)C(c1ccccc1)c1ccccc1	0.87	i
COc1ccc(/C=N/NC(=O)C(=O)N2CCCCCC2)cc1[N+](=O)[O-]	0.91	i
CC(C)C(=O)N1CCN(c2ccc(NC(=O)c3ccc4c(c3)OCCO4)cc2)CC1	-0.53	i
COc1ccccc1OCCC(=O)OCC(=O)c1c(N)n(C)c(=O)n(C)c1=O	0.3	i
CCN1CCN(c2cc(C)c3cc(NC(=O)CCC(=O)N4CCN(c5ccccc5)CC4)ccc3n2)CC1	-0.01	i

Some of these compounds in order of their number in Kir21 block, high to low:
SMILES	Kir21 block	CHT block
COc1ccc(/C=N/NC(=O)C(=O)N2CCCCCC2)cc1[N+](=O)[O-]	0.91	i
Cc1nc2c(C)cccn2c1/C(O)=C1\C(=O)C(=O)N(CCN2CCOCC2)C1c1ccncc1 (stereo unspecified)	-1.05	i
COc1cccc(/C=C/C(=O)c2ccc(NC3=NCCCS3)cc2)c1	-1.64	i
Cc1cc(C)nc(/N=C(/NC(=O)Nc2cccc(Cl)c2)Nc2ccccc2)n1	-2.02	i

Further compounds follow:
SMILES	Kir21 block	CHT block
COc1ccc(Cc2nc(-c3ccc(Br)o3)no2)cc1OC	0.58	i
CN1CCC(=NNC(=O)C(=O)Nc2ccc(F)cc2)CC1	0.87	i
CCC(C)[C@H]1CNCCN1CC1(c2ccccc2)CC1 (stereo partly specified)	0.49	i
COC(=O)c1ccccc1Sc1c(/C=N/OCc2ccc(Cl)cc2)c(C(F)(F)F)nn1C	0.12	i
O=C(O)c1ccccc1C(=O)NNc1ccc(Cl)cc1	-0.63	i
CCCOc1ccc(N2C(=O)CC(N(CCc3ccc(OC)cc3)C(=O)c3cccc(F)c3)C2=O)cc1 (stereo unspecified)	0.15	i
NNC(=O)CN1C(c2ccccc2Br)=Nc2ccc(Br)cc2C1c1ccccc1 (stereo unspecified)	-0.05	i
Cc1cccc(C(=O)NC2CC(C)(C)NC(C)(C)C2)c1	-1.16	i
COc1ccc(CCNC(=O)C(NS(=O)(=O)c2cccc3nsnc23)C(C)C)cc1OC (stereo unspecified)	1.02	i
C/C(=N\NC1=NCCN1)c1ccc(N)c([N+](=O)[O-])c1	1.56	i
Cn1nccc1C(=O)NC(=S)Nc1cc(Cl)cc(Cl)c1	2.71	i
CC(=O)N1c2c(cc(Br)cc2S(=O)(=O)NCc2cccnc2)CC1C (stereo unspecified)	0.85	i

Record cards, as listed above. Screens in order: Kir21 block, CHT block
Shown for `Cn1nccc1C(=O)NC(=S)Nc1cc(Cl)cc(Cl)c1` → 2.71, i
Shown for `Cc1cccc(C(=O)NC2CC(C)(C)NC(C)(C)C2)c1` → -1.16, i

Next section.
SMILES	Kir21 block	CHT block
COc1ccc(OC)c(/C=N/NC(=O)CCCC(=O)Nc2cccc(Br)c2)c1	0.67	i
CSc1nc2ccsc2c(=O)n1-c1cccnc1	-2.42	i
CC(C)C(=O)N/N=C/c1ccc(OCc2ccccc2)cc1	-0.91	i
CCCCOc1ccc(-c2nnn(C(C)C(=O)OCC)n2)cc1 (stereo unspecified)	-0.06	i
COc1ccc(S(=O)(=O)NC2CCCC2)cc1Cl	-1.95	i
CC(=O)N=C1SC2CS(=O)(=O)CC2N1c1cccc(Cl)c1Cl (stereo unspecified)	1.74	i
O=C(CCCN1C(=O)c2ccccc2C1=O)Nc1cccc(S(=O)(=O)NC2=NCCC2)c1	-3.12	i
COc1ccc(CN2CCN(C(=O)c3cc(OC)c(OC)c(OC)c3)CC2)cc1OC	0.34	i
C=COC(=O)c1sc2nc(C)cc(C)c2c1N	0.69	i
Cc1ccc(C(C(=O)NC2CCCC2)N(CCCO)C(=O)Cn2nnc(-c3ccc(C)o3)n2)cc1 (stereo unspecified)	-2.15	i
CCO/N=C(\N)c1[nH]ncc1Br	-0.27	i
Cc1cccc(C(=O)N2CCN(c3ccccn3)CC2)c1	0.13	i

As a working copy, part of the list above.
SMILES	Kir21 block	CHT block
COc1ccc(OC)c(/C=N/NC(=O)CCCC(=O)Nc2cccc(Br)c2)c1	0.67	i
CSc1nc2ccsc2c(=O)n1-c1cccnc1	-2.42	i
CC(C)C(=O)N/N=C/c1ccc(OCc2ccccc2)cc1	-0.91	i

Next part.
SMILES	Kir21 block	CHT block
CCCNC(=O)/C=C/c1ccc(S(=O)(=O)Nc2ccccc2OC)cc1	-0.7	i
CN(C)S(=O)(=O)c1ccc(S(=O)(=O)NCc2ccc3c(c2)OCO3)cc1	-0.47	i
O=C(COC(=O)c1ccccc1NC(=O)c1ccccc1)c1cccc([N+](=O)[O-])c1	-0.06	i
Cc1cc(C)c2[nH]c(=O)c(CN(CC3CCCO3)C(=S)Nc3ccccc3)cc2c1 (stereo unspecified)	3.1	i
O=C(CSc1nnc(SCc2ccccc2Cl)s1)N/N=C/c1c[nH]c2ccccc12	1.66	i
Cc1cccc(NC(=O)C2CCN(S(=O)(=O)c3cccs3)CC2)c1	0.33	i
CCCC(O)(c1ccc(Br)cc1)C(CN1CCOCC1)c1ccc(Cl)cc1 (stereo unspecified)	0.96	i
CN(C)c1ccc(C(=O)OCC(=O)Nc2ccc(S(N)(=O)=O)cc2)cc1	0.77	i
COc1ccc(NC(=O)CNS(=O)(=O)c2ccc(Cl)cc2)cc1OC	0.75	i
CCN1C(=O)c2cccc3c(N)ccc(c23)C1=O	-22.8	i
CCOC(=O)CSc1nc(=O)n2ccccc2n1	-0.58	i
CC(C)CC1=NN(C(=O)c2ccco2)C(O)(C(F)(F)F)C1 (stereo unspecified)	-0.26	i
O=C(c1ccc(N2CCOCC2)c([N+](=O)[O-])c1)N1CCN(Cc2ccccc2)CC1	-0.22	i
COc1ccc(CNC(=O)NCc2ccc(OC)c(OC)c2)cc1OC	0	i
COc1ccc(N=CC2=C(O)c3ccccc3C2=O)cc1	1.08	i
O=C(NCc1ccccn1)c1cc2n(n1)C(C(F)(F)F)CC(c1ccco1)N2 (stereo unspecified)	-0.23	i
CCOc1ccc(NC(=O)CSc2nc3ccccc3c(=O)n2Cc2cccs2)cc1	0.51	i
CC(C)(C)NC(=O)C(c1ccccc1)N(Cc1ccco1)C(=O)c1csnn1 (stereo unspecified)	-1.23	i
CCC(=O)Nc1ccc(-c2nnc(SCc3ccc(C(=O)Nc4nccs4)cc3)n2CC)cc1	-0.23	i
COc1ccc2nc(C)cc(N3CCN(c4ccccc4)CC3)c2c1	-1.63	i
CC(C)(C)c1ccc(C(=O)NCCC(=O)N2CCC3(CC2)NCCc2[nH]cnc23)cc1	-0.01	i
CC(=C\C(=O)O)/C(=C\c1cccc2ccccc12)C(=O)O	0.54	i
Cc1ccc(-c2nnc(SCc3ccccc3F)o2)cc1	-1.11	i
CC(=O)NC12CC3CC(C1)CC(C(=O)OCC(=O)NC(=O)c1cccn1C)(C3)C2	1.08	i
COc1ccc(CCN2C(=O)c3cccc4cccc(c34)C2=O)cc1OC	-0.03	i
Cc1ccccc1NC(=O)c1ccc(CN2CCC(Cc3ccccc3)CC2)cc1	0.04	i
COc1ccc(CC2(C)OC(c3ccc(C)c([N+](=O)[O-])c3)=NN2C(C)=O)cc1 (stereo unspecified)	-2.14	i
CCNc1nc(Oc2ccc(=O)[nH]n2)nc(SC)n1	0.04	i
Oc1ccccc1/C=N/Nc1nc2ccccc2o1	-0.84	i
CCOC(=O)CC1C(=O)NCCN1C(=O)c1ccc(Cl)cc1 (stereo unspecified)	0.09	i
O=C1CCCN1CCCNC(=S)Nc1ccc(F)cc1	-0.08	i
CCOC(=O)C1=C(C)NC(=O)NC1c1cc2c(cc1Br)OCO2 (stereo unspecified)	-0.01	i
CC(=O)C(C)Oc1ccc(Cc2ncc(C(F)(F)F)cc2Cl)cc1 (stereo unspecified)	-0.73	i
O=C(/C=C/Nc1ccc(F)cc1Br)c1ccccc1	-0.83	i
COCC1CCN(C(=O)c2cc(COc3ccc(F)cc3F)on2)C1 (stereo unspecified)	0.45	i
COc1ccc(NCC(=O)n2c(C)c(C)c3ccccc32)cc1	-0.07	i
C=CCN1C(=O)c2cccc3c(Br)ccc(c23)C1=O	-1.78	i
CC(Oc1ccc(Br)cc1Br)C(=O)Nc1cccnc1 (stereo unspecified)	1.01	i
CC(NC(=O)Nc1ccccc1O)(C(F)(F)F)C(F)(F)F	-1.18	i
CC1CCN(C(=S)c2cn(Cc3cccc(F)c3)c3ccccc23)CC1	-5.61e-16	i
COCCNC(=O)CCn1nc(-c2ccc(Cl)cc2)ccc1=O	1.91	i
Nc1ccc(N2CCN(C(=O)c3cccs3)CC2)cc1	-0.09	i
CC1C/C(=N/NC(=O)c2cccs2)CC(C)(C)C1 (stereo unspecified)	-0.87	i
CCOC(=O)c1sc(NC(=O)c2cc(S(=O)(=O)N3CCOCC3)ccc2C)nc1C	0	i
CCOc1ccc(NC(=O)C2CC=CCC2C(=O)O)cc1 (stereo unspecified)	0.16	i
CCn1c(=S)sc2c(=O)n(-c3ccccc3)c(=S)[nH]c21	-0.24	i
CCSc1ccccc1C(=O)Nc1ccc2c(c1)OCO2	0.1	i
